DAX1 inh-1 – DAX1 (NR0B1) inhibition, primary screen | HEK293T StAR-luciferase reporter, SF-1/DAX-1 repression relief | inhibition, % at 6.8 µM | 1.1% of 370,000 active | AID 652010;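 active = inhibition above the mean over all tested compounds plus 3 SD, cut at about 3.6% in these data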;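 also: 0% = DAX-1 cells with DMSO and 100% = cells lacking DAX-1 with DMSO; higher inhibition means more luminescence from relief of DAX-1 repression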
DAX1 inh-2 – inhibitors of human orphan nuclear receptor DAX1 (NR0B1); inhibition, % at 6.75 µM; HEK293 Gal4-DAX1 luciferase reporter, luminescence; AID 504766; 0.99% of 340,000 active; P51843;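 active = inhibition above the mean over all tested compounds plus 3 SD, cut at about 4.2% in these data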;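 also: 0% = DAX1-transfected cells with DMSO and 100% = empty-vector control cells with DMSO; inhibition shows as a rise in luminescence from relieved DAX1 repression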
Target sequence (P51843 207-470 limits assumed): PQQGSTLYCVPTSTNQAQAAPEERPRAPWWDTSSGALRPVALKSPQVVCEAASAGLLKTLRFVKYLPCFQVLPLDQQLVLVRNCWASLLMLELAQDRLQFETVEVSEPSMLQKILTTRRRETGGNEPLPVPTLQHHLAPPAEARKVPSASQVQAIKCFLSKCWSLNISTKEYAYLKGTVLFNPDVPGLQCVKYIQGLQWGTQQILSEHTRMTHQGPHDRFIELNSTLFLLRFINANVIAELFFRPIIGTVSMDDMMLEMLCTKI
PLC-gamma1 inh – PLC-gamma1 (human) inhibition, primary screen; purified PLC-gamma1, fluorogenic substrate, fluorescence; inhibition, % at 12.2 µM; 0.84% of 370,000 active; AID 720700; in the data active = inhibition above about 9.5%
ssDAF-12 act – activators of S. stercoralis DAF-12 nuclear receptor | HEK293 ssDAF-12/GRIP1 lit1-tk-luc reporter, luminescence; % of 3 µM dafachronic acid response | activation, % at 6.8 µM | 1% of 370,000 active | AID 652126;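 active = activation above the mean over all tested compounds plus 3 SD, cut at about 0.9% in these data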;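 also: 0% = DMSO-only wells and 100% = 3 µM delta7-dafachronic acid wells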
PLC-beta3 inh – PLC-beta3 (human) inhibition, primary screen. 0.18% of 370,000 active. AID 720704. inhibition, % at 12.2 µM. Purified PLC-beta3, fluorogenic substrate, fluorescence. Q01970; in the data active = inhibition above about 11%;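 also: 0% = median of compound wells on plate and 100% = full blocker control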
hgDAF-12 ag – activates the H. glycines DAF-12 receptor ligand-binding domain; HEK293 GAL4-hgDAF12 UAS-luciferase reporter, agonist luminescence; normalized to butyrate control; activation, % at 6.8 µM; 1.8% of 370,000 active; AID 687014;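 active = activation above a cutoff set at the mean of all screened compounds plus 3 SD, cut at about 10% in these data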;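 also: 0% = DMSO wells and 100% = sodium butyrate wells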
hcDAF12 agonist – H. contortus DAF-12 activation, primary screen. HEK293 hcDAF-12 lit1-tk-luc reporter, luminescence; 0% DMSO, 100% Δ7-dafachronic acid. activation, % at 6.8 µM. 1.4% of 370,000 active. AID 652067;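 active = activation above the mean of all tested compounds plus 3 SD, cut at about 5.5% in these data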;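 also: 100% = response to 3 µM Δ7-dafachronic acid high control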
SMARCA2 act – activators of SMARCA2 function | MG213 cells, MMTV-luciferase reporter, dexamethasone, overnight | activation, % at 9.1 µM | 1% of 370,000 active | AID 652017; in the data active = activation above about 7.8%;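 also: 0% = vehicle wells and 100% = reference activator wells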
MBD2 DNA inh – blocks human MBD2 binding to methylated DNA; Q9UBB5; TR-FRET, MBD2 binding to methylated oligonucleotide; inhibition, % at 4.4 µM; 0.31% of 370,000 active; in the data active = inhibition above about 13%
Rev-erbA mod – modulates human Rev-erb alpha binding to DNA. P20393. Rev-erbα–FITC-DNA binding, fluorescence polarization, 90 min. activity, % at 10 µM. 0.79% of 370,000 active. AID 1259318;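 active = activity above about 14%, limit read from the data; passing the limit was not always enough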;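 also: 0% = DMSO wells with 35 nM protein and 100% = DMSO wells with 750 nM protein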
ADAM17 inh – inhibitors of human ADAM17; P78536; recombinant ADAM17, EDANS/DABCYL FRET peptide cleavage; inhibition, % at 6.95 µM; 0.83% of 370,000 active; AID 720648;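 active = inhibition above the mean of compounds lying between control limits plus 3 SD, set per campaign, cut at about 8.5% in these data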;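 also: 0% = DMSO-only wells as the low control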
Target sequence (P78536 215-824 limits assumed): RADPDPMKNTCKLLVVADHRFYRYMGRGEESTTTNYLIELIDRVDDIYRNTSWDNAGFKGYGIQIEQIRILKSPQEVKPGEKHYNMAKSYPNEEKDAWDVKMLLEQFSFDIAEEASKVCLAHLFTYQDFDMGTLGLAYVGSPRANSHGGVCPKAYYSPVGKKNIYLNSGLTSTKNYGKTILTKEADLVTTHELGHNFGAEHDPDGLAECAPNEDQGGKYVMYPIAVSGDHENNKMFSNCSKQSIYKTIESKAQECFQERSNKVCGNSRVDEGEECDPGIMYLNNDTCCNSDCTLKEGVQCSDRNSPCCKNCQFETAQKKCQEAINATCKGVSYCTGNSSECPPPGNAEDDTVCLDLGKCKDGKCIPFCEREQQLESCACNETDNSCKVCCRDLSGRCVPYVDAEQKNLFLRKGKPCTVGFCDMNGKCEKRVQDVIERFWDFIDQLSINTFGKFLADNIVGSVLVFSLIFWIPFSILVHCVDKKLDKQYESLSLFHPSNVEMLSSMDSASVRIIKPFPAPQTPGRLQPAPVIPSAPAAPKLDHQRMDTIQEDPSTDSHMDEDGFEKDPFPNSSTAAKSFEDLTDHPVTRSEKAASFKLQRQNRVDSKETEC
The depositor's hits bear a star; . = not tested or not shown.

| # | smiles | DAX1 inh-2 | PLC-gamma1 inh | PLC-beta3 inh | Rev-erbA mod | hgDAF-12 ag | ADAM17 inh | SMARCA2 act | hcDAF12 agonist | DAX1 inh-1 | ssDAF-12 act | MBD2 DNA inh |
| --- | --- | --- | --- | --- | --- | --- | --- | --- | --- | --- | --- | --- |
| 1 | Cc1ccccc1NC(=O)CCN1CCN(C)CC1 | 1.4 | 7 | -1 | -5 | -1.4 | -1 | -2 | 1.8 | 0.2 | -1.0 | 0 |
| 2 | CN1C(C)(C)c2ccccc2OS1(=O)=O | 1.0 | 2 | 2 | -2 | 0.5 | -3 | 0 | -0.8 | -0.1 | -0.8 | -3 |
| 3 | COC(=O)C(CSCc1ccccc1)NC(=O)CSc1nc(N)cc(=O)[nH]1 (stereo not given) | -0.3 | 3 | 4 | 9 | -3.3 | 1 | -3 | -0.7 | 0.3 | -1.2 | -2 |
| 4 | CCC(C)(C(=O)NC1CCCCC1)N(C(=O)c1cnccn1)c1c(C)n(C)n(-c2ccccc2)c1=O (stereo not given) | 0.7 | 1 | 1 | 2 | -1.0 | -1 | -4 | -0.5 | 0.3 | -0.5 | -1 |
| 5 | O=C(CN1CCOCC1)NCc1ccc(F)cc1 | 0.6 | -1 | -7 | 1 | -1.4 | -3 | -1 | 0.6 | 0.0 | -0.9 | -3 |
| 6 | COc1ccc(/C=N/NC(=O)c2ccc(COc3cccc4cccnc34)cc2)cc1OC | -2.4 | -80 | -92 | 2 | -2.6 | -5 | -1 | -2.4 | -0.4 | -2.0 | 2 |
| 7 | CC(C)Cn1c(N)c(C(=O)COC(=O)c2ccc3ccccc3n2)c(=O)n(C)c1=O | -0.5 | 9 | 2 | 6 | -0.4 | 0 | 3 | 1.2 | -0.3 | -0.5 | -3 |
| 8 | COc1cccc(C(=O)N2CCN(C(=O)C3CC3)CC2)c1 | -0.3 | 0 | -6 | -1 | -0.9 | -2 | -5 | -0.4 | -0.2 | -1.2 | 3 |
| 9 | O=C(CSc1ccc(-c2ccccc2)nn1)NCC1CCCO1 (stereo not given) | -1.0 | 3 | -6 | -3 | 1.5 | -5 | -3 | -1.8 | -0.1 | -1.4 | 7 |
| 10 | CCNS(=O)(=O)c1ccc(NC(=O)c2cc(C(F)(F)F)nn2C)cc1 | 0.5 | -1 | 3 | 1 | -2.6 | -2 | 0 | -2.2 | -0.8 | -0.6 | -1 |
| 11 | CCCn1nnnc1NCc1cccn1C | 0.9 | -2 | 2 | -4 | -2.2 | -1 | 1 | -1.5 | -0.8 | -1.1 | 1 |
| 12 | Cc1ccc(C)c(NC(=O)c2cnccn2)c1 | -1.5 | 2 | -9 | 6 | -1.6 | 0 | -2 | 0.2 | 0.3 | -0.5 | -4 |
| 13 | CC(c1nccs1)N(C)C(=O)c1cn(Cc2cccc3ccccc23)nn1 (stereo not given) | 1.0 | 1 | -6 | 5 | 5.3 | -6 | 2 | 1.0 | 0.3 | -0.1 | 4 |
| 14 | CC(C)Cc1nnc(NC(=O)CCN2C(=O)c3ccccc3C2=O)s1 | -0.1 | 8 | 5 | -3 | -1.6 | 6 | -3 | -1.1 | 0.3 | -0.8 | 5 |
| 15 | NC(=O)NCc1ccc(Cl)cc1 | -0.9 | 12* | 2 | 2 | -1.3 | 6 | -4 | -0.6 | -0.5 | -0.8 | -3 |
| 16 | CCOC(=O)c1nnn(-c2nonc2N)c1-c1cccs1 | -0.3 | 2 | 1 | 1 | -2.1 | -5 | 1 | 1.9 | -0.3 | -1.3 | 1 |
| 17 | CC1CC(C)CN(S(=O)(=O)c2ccc(NN)nc2)C1 (stereo not given) | 0.7 | 0 | -9 | -2 | 2.0 | -6 | -1 | 0.9 | 0.7 | -1.4 | -3 |
| 18 | O=C1CC(c2ccccc2)C(=O)N1c1cccc(O)c1 (stereo not given) | 0.4 | -5 | 1 | -3 | 1.6 | 0 | 1 | -2.0 | -0.4 | -0.7 | 7 |
| 19 | Cc1nc(NC(=O)CSc2nnc3ccccn23)c(Cl)cc1Cl | 1.4 | -2 | 2 | -2 | 2.1 | -3 | 1 | 0.1 | 0.3 | -0.5 | -2 |
| 20 | O=C1N/C(=N\c2ccccn2)SC1Cc1ccc(Cl)cc1 (stereo not given) | 3.4 | 0 | -6 | 13 | -1.9 | 0 | 3 | 1.1 | -1.0 | -1.2 | -6 |
| 21 | O=C(C1CCN(S(=O)(=O)c2ccc(Br)s2)CC1)N1CCN(C2CCCCC2)CC1 | -0.4 | 0 | 3 | 1 | -3.5 | -4 | -3 | -0.8 | 0.8 | -1.5 | -3 |
| 22 | COc1cccc(S(=O)(=O)N(C)C[C@H]2Oc3cc(Br)ccc3S(=O)(=O)N([C@@H](C)CO)C[C@H]2C)c1 | -0.5 | 4 | 3 | -1 | -1.1 | 3 | 0 | 1.4 | -1.7 | -1.1 | -5 |
| 23 | CC(C)(C)NC(=O)NC(=O)COC(=O)CCCc1c[nH]c2ccccc12 | 0.0 | 6 | 4 | 2 | 2.5 | 12* | -4 | 4.8 | -0.2 | 0.1 | -2 |
| 24 | Cc1cc(-n2cnc3c(=O)[nH]cnc32)ccc1N | 0.1 | -3 | -8 | -2 | -0.6 | -10 | -3 | -2.2 | -0.2 | -0.9 | 5 |
| 25 | N#Cc1c(NC(=O)Cn2nc(C(F)(F)F)c3c2CCCC3)sc2c1CCC2 | 0.4 | -2 | 3 | 3 | -1.1 | 2 | -2 | 0.3 | -0.5 | -0.9 | -4 |
| 26 | Nn1c(SCC(=O)Nc2ccccc2F)nnc1-c1cccs1 | -0.8 | 2 | -9 | -2 | -0.9 | -4 | -1 | -0.7 | -1.6 | -1.3 | -2 |
| 27 | Cc1ccccc1C(=O)NC(CC(C)C)C(=O)Nc1ccc(F)c([N+](=O)[O-])c1 (stereo not given) | 1.7 | 3 | 4 | -3 | 0.0 | 1 | 2 | -0.3 | -0.2 | -1.5 | 5 |
| 28 | COc1ccc(N2CCN(C(=O)CSc3ncn[nH]3)CC2)cc1 | 0.1 | -1 | -6 | -6 | 0.3 | -7 | -3 | -1.8 | -0.1 | -0.8 | 5 |
| 29 | COCc1nnc(NC(=O)CS(=O)(=O)c2ccc(C)cc2)s1 | -1.0 | -2 | -9 | 5 | -1.4 | 1 | 0 | -1.1 | 0.0 | -1.1 | -3 |
| 30 | CCOC(=O)Cc1cn2c(=O)cc(CSCC(=O)Nc3ccc(C)c(C)c3)nc2s1 | 0.0 | -6 | -10 | -9 | -2.0 | -4 | -2 | -1.9 | -0.6 | -0.6 | -1 |
| 31 | NC(=O)CC(NC(=O)Cc1cccc2ccccc12)c1ccc(N2CCN(c3ccc(F)cc3)CC2)c([N+](=O)[O-])c1 (stereo not given) | 1.2 | 1 | 1 | 2 | 0.8 | -4 | 1 | -1.0 | 0.0 | -1.2 | 1 |
| 32 | COc1ccccc1CNC(=O)C[C@@H]1C[C@H]2c3cc(N(C)C)ccc3O[C@H]2[C@H](CO)O1 | 1.8 | -17 | -21 | -6 | 0.1 | 3 | -5 | -0.7 | 0.6 | -1.3 | -6 |
| 33 | O=C(CCN1C(=O)c2ccccc2S1(=O)=O)N1CCN(c2cccc(Cl)c2)CC1 | -0.3 | -1 | -1 | -1 | 1.1 | 0 | 3 | -0.3 | 0.6 | -0.5 | -1 |
| 34 | COC(=O)[C@@]1(Cc2ccc(OC)cc2)[C@H]2c3cc(C(=O)N4CCCC4)n(Cc4ccc(OC)c(OC)c4)c3C[C@H]2CN1C(=O)c1ccccc1 | . | 3 | -7 | -7 | -1.0 | 8 | 1 | 0.5 | 0.0 | -1.5 | -6 |
| 35 | O=C(CSc1nnc(CNc2ccc(F)cc2)o1)OC1CCCCC1 | 2.3 | -1 | -2 | -2 | -1.2 | 0 | 0 | -0.7 | 0.8 | -1.3 | 0 |
| 36 | O=C(CC1CCCC1)N1CC[C@H]2[C@H](CCCN2Cc2ccc(F)cc2)C1 | . | 3 | 3 | 9 | 3.0 | -2 | 1 | -0.3 | -0.6 | -1.6 | 0 |
| 37 | O=C(N/N=C/c1ccc(O)c2ncccc12)c1cccc(Br)c1 | -3.0 | -90 | -66 | -27 | -5.8 | 2 | -3 | -1.3 | -1.1 | -1.5 | -5 |
| 38 | CC1=C(C(=O)OCc2ccccc2)C(c2ccccc2)NC(=O)N1 (stereo not given) | -0.1 | 1 | -4 | 2 | -0.5 | -1 | 0 | -2.4 | -0.3 | -2.0 | -3 |
| 39 | O=C(Nc1cccc(Cl)c1)c1csc([C@@H]2O[C@H](CO)[C@H](O)[C@H](O)[C@H]2O)n1 | . | 1 | -5 | 4 | 1.5 | -2 | 0 | 0.6 | -0.2 | -0.8 | 3 |
| 40 | Cc1cc(N2CCN(c3ccccc3)CC2)n2c(n1)nc1ccccc12 | -0.6 | -168 | -268 | -5 | -6.2 | -32 | -1 | -2.1 | -1.6 | -1.5 | -1 |
| 41 | O=C(NCc1ccccn1)C(=O)Nc1cc2c3c(c1)CC(=O)N3CCC2 | 2.3 | -2 | -5 | -2 | 1.9 | -3 | -1 | -1.0 | 0.0 | -1.0 | 4 |
| 42 | c1ccc(-c2noc(-c3ccc4ccccc4c3)n2)cc1 | 1.9 | 1 | -2 | 7 | 9.2 | 0 | 4 | 4.5 | 0.8 | -1.1 | -1 |
| 43 | O=C(CCNS(=O)(=O)c1cccs1)NCc1ccco1 | -0.2 | -2 | -1 | -5 | -0.9 | -2 | 2 | -1.1 | 0.8 | -0.6 | -1 |
| 44 | COc1cc(C(=O)NCc2nnc(SCC(=O)Nc3cccc(C(F)(F)F)c3)o2)cc(OC)c1OC | -1.0 | 1 | -6 | 0 | 0.8 | 3 | 0 | -0.4 | -0.1 | -1.3 | -2 |
| 45 | Nc1c(N(Cc2ccco2)C(=O)c2ccccc2F)c(=O)[nH]c(=O)n1Cc1ccccc1 | 1.4 | 5 | -10 | 2 | 0.0 | -6 | -2 | 0.0 | -0.5 | -0.8 | 3 |
| 46 | Cc1ccccc1NC(=O)C(=O)NCCCN1CCOCC1 | -0.5 | 3 | -2 | 4 | 2.6 | -7 | -1 | -1.5 | 0.5 | -0.1 | 8 |
| 47 | CCC/C=N/NC(=O)c1cc(Br)ccc1O | 1.2 | -43 | -55 | -2 | 7.4 | -17 | -3 | 1.9 | 0.7 | -1.2 | 3 |
| 48 | O=C(O)C(O)(c1ccccc1)C(O)c1ccccc1 (stereo not given) | -0.2 | 2 | 3 | -3 | -0.9 | 0 | -2 | -0.9 | -0.5 | -0.3 | -5 |
| 49 | Cc1cc2ccccc2c(=O)n1CC(=O)NCC(=O)N1CCN(c2ccccc2F)CC1 | 0.4 | -2 | -2 | 2 | -0.6 | -2 | 4 | -1.0 | 0.6 | -1.5 | 3 |
| 50 | CCCNC(=O)C[C@@H]1C[C@H]2c3cc(NC(=O)c4ccc5c(c4)OCO5)ccc3O[C@H]2[C@@H](CO)O1 | 2.0 | 0 | -1 | 0 | 0.0 | -3 | -5 | 0.1 | -0.5 | -0.6 | -3 |
| 51 | O=C1c2ccccc2S(=O)(=O)c2cc(C(=O)N3CCN(c4ccc(Cl)cn4)CC3)ccc21 | 0.9 | -2 | 1 | 2 | -0.1 | 2 | 1 | -1.0 | -0.4 | -1.2 | 3 |
| 52 | O[C@H](COc1cccc(Br)c1)CN1CCC(C(O)(c2ccccc2)c2ccccc2)CC1 | . | 2 | 0 | 10 | -0.2 | 6 | -6 | -2.2 | -1.0 | -1.7 | -2 |
| 53 | Cc1cc(NC(=O)Cn2nc(C(F)(F)F)c3c2CCCC3)no1 | 1.1 | 4 | 6 | -1 | -2.9 | 0 | 1 | -1.1 | -0.9 | -1.7 | 0 |

Screening results as filed in PubChem.
